Source: PubChem BioAssay (Sanford-Burnham Center for Chemical Genomics)
NRP1-CendR mod: NRP-1/CendR interaction modulation; O14786; FAM-RPARPAR peptide binding to NRP-1, fluorescence polarization; inhibition, % at 25 µM; 360,000 compounds, 0.85% hits; AID 602438;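 active = inhibition or corrected inhibition above about 18%, plus a signal ratio from 0.5 to 1.5, limit read from the data, passing the limit was not always enough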; also: strong numbers were not always called active
Target sequence (O14786 whole entry, looked up): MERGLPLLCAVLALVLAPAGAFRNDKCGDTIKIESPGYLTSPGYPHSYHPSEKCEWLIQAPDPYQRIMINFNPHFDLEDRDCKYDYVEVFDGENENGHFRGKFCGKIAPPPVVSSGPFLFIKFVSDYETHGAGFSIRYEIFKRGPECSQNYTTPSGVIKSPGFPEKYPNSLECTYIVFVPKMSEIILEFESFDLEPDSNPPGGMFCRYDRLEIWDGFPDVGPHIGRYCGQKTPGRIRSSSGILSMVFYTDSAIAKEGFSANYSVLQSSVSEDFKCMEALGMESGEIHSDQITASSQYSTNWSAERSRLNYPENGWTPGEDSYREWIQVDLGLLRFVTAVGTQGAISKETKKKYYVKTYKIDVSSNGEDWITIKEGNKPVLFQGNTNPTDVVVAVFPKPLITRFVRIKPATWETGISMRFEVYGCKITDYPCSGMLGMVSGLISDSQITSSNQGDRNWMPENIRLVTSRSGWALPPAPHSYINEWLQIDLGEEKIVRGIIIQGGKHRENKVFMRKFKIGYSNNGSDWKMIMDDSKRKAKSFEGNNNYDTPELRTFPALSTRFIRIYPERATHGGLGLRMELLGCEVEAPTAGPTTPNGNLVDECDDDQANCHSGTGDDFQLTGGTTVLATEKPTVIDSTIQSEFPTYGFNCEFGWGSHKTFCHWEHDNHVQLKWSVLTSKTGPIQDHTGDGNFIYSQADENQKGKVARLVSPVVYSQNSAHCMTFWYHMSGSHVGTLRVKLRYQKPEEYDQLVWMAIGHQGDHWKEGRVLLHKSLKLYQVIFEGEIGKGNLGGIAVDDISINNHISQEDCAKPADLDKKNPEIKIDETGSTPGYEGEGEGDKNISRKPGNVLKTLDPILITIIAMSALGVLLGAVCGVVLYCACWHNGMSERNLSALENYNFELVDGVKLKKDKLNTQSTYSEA
SUMO1 PPI mod: SUMO1-SIM interaction modulation; 360,000 compounds, 0.33% hits; inhibition, % at 20 µM; SUMO1 binding to a labelled peptide, TR-FRET, 1 h; AID 602429; P63165; in the data active = inhibition above about 37%
Target sequence (P63165 whole entry, looked up): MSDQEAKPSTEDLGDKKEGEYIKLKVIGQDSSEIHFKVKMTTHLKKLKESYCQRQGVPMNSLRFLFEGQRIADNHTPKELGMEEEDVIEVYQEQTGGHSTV
NadD block: blocks S. aureus nicotinate mononucleotide adenylyltransferase; purified NadD enzyme, colorimetric absorbance read-out; inhibition, % at 20 µM; 360,000 compounds, 0.78% hits; AID 602399; in the data active = inhibition above about 26%; also: some compounds past the cut are filed as inactive
MT1-MMP act inh: blocks activation of human MT1-MMP; P50281; HT1080 RFP-PRO-GFP cells, GFP/RFP ratio fluorescence, overnight; percent of plate control window, DMSO zero; GFP/RFP ratio change, % at 20 µM; 360,000 compounds, 0.061% hits;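 active = GFP/RFP ratio change of at least 30% with cell ATP level not reduced by more than half and red fluorescence within 50% of control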; also: strong numbers were not always called active
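Read-out: GFP/RFP fluorescence ratio; Test system: RFP-PRO-GFP reporter HT1080 cells; Compound dosing: single-point 20 µM compound, 1% DMSO; Times: overnight compound exposure at 37 °C.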
Rpn11 block: inhibitors of human proteasome Rpn11. O00487. human 26S proteasome, Ub4-pepOG fluorescence polarization; 20S core pre-blocked with epoxomicin. calls only at 20 µM. 360,000 compounds, 0.59% hits. AID 588493;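 active = inhibition at 20 µM, scaled to each plate's controls, above about 33%, limit read from the data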
SKN-1 block: inhibitors of C. elegans SKN-1; C. elegans VP596 Pgst-4::GFP/RFP ratio, acrylamide-induced, 24 h; inhibition, % at 21.8 µM; 360,000 compounds, 0.49% hits;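 active = interference check ratio from 0.5 to 1.5 plus GFP to RFP signal ratio inhibition reaching or exceeding a fixed threshold, cut at about 30% in these data, passing the limit was not always enough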; also: some compounds called inactive have numbers as strong as hits
DNMT1 block: inhibitors of human DNMT1; DNMT1 molecular beacon, Hinp1I cleavage, fluorescence; inhibition (reported as % activation of signal), % at 10 µM; 360,000 compounds, 0.83% hits; P26358; AID 588458; in the data active = inhibition above about 50%
Scp-1 inhibitor: inhibitors of human Scp-1 phosphatase; Q9GZU7; Recombinant Scp1, phosphopeptide, malachite green phosphate absorbance; inhibition, % at 20 µM; 340,000 compounds, 0.88% hits; AID 493091;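 active = inhibition above about 50% at 20 µM, limit read from the data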;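 also: plate controls were DMSO wells with enzyme for no effect and wells lacking enzyme for full effect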
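Assay system: SCP-1 catalytic fragment, aa 76-261 | Buffer or medium: Tris acetate buffer pH 5.5 with MgCl2 and Tween-20 | Compound: One concentration, 20 µM, with 1.0% DMSO | Also added: Phospho 17-mer peptide substrate | Signal: Absorbance at 630 nm | Incubation: 45 min enzyme reaction at room temperature | Measure: % inhibition of SCP-1 phosphate liberation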
STEP inh: STEP (human) phosphatase inhibition. recombinant STEP, OMFP fluorogenic substrate, fluorescence. inhibition, % at 20 µM. 360,000 compounds, 0.25% hits;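 active = inhibition at 20 µM, scaled per plate between control wells, above about 37%, limit read from the data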;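 also: 0% = DMSO with enzyme and substrate and 100% = substrate only without enzyme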
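Measure: Control-normalized % inhibition with plate pattern correction | Test system: STEP phosphatase, cell-free reaction | Medium: pH 6.0 Bis-Tris with DTT and Tween 20 | Technique: Fluorescence, 480/540 nm | Times: Reaction 20 min, ambient temperature | Doses: Single compound dose of 20 µM, 1% DMSO final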
LMPTP block: LMPTP (human) inhibition; P24666; recombinant LMPTP-A, OMFP fluorogenic substrate, fluorescence intensity; inhibition, % at 20 µM; 360,000 compounds, 0.22% hits;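 active = compounds that cut the enzyme signal by at least half of the control window in the single-dose screen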;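 also: plate controls were DMSO wells with enzyme plus substrate for no effect and substrate without enzyme for full effect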
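test system = LMPTP-A | amount = 0.625 nM LMPTP-A final | reagent = fluorogenic phosphatase substrate OMFP at 400 µM final | incubation = 50 min at room temperature | benchmarks = no-enzyme low control, uninhibited high control | medium = Bis-Tris pH 6.0, DTT, detergent | signal = fluorescence intensity of OMFP turnover product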
* hit, by the source's call; i = inactive; . = no result given.

cpd	SMILES	DNMT1 block	MT1-MMP act inh	SUMO1 PPI mod	LMPTP block	NRP1-CendR mod	STEP inh	NadD block	Scp-1 inhibitor	Rpn11 block	SKN-1 block
1	O=C(O)CCn1cc(/C=C/C(=O)c2ccc(Cl)cc2)c(-c2cccc(Br)c2)n1	13	4	1	0.6	-36	-2	4	-15	i	2
2	CC(C)C[C@H](NC(=O)c1nc[nH]c1C(=O)N1CCc2ccccc2C1)C(=O)OC(C)(C)C	5	9	-5	1.8	1	-1	3	-1	i	3
3	COc1ccccc1OCC(=O)Nc1nnc(C2CCCC2)s1	-1	1	10	0.6	1	1	-1	-6	i	5
4	CCc1ccc(NC(=O)C(C)Oc2nnc(-c3cccs3)c(-c3cccs3)n2)cc1 (configuration not stated)	-11	2	-16	1.7	-16	0	18	-5	i	29
5	CC(Sc1nnc(Cc2ccc3c(c2)OCO3)o1)C(N)=O (configuration not stated)	0	-3	1	2.5	4	-1	0	-2	i	1
6	CCCS(=O)(=O)c1nc(S(=O)(=O)c2ccc(C)cc2)c(N2CC(C)OC(C)C2)s1 (configuration not stated)	-4	-1	3	0.5	8	1	-4	-6	i	6
7	Cc1nc2ncnn2c(N2CCC(C(=O)NC3CCCC3)CC2)c1Cc1ccccc1	1	0	-4	-0.3	-1	-4	7	3	i	-10
8	COc1ccc(OCC(=O)OCC(=O)NC2CCCC2)cc1	-7	2	1	-0.1	10	-1	-2	0	i	14
9	Cc1ccc2oc(=O)c3cc(C(=O)N4CCN(C)CC4)sc3c2c1	5	4	-16	1.8	-6	2	-5	-7	i	-6
10	O=c1sc(/C=N/Nc2ccccc2)c(Cl)n1Cc1ccccc1	5	-5	1	1.3	6	-2	7	-9	i	-3
11	Cc1ccc2cccc(OCCCOc3ccccc3CO)c2n1	-9	1	-4	1.7	-6	2	-1	1	i	-13
12	O=C(Cc1c(F)cccc1Cl)NCc1cccnc1	0	0	-3	-0.9	16	0	9	-10	i	19
13	O=[N+]([O-])c1ccc(OCC(O)CN(CCO)CCO)cc1 (configuration not stated)	0	-2	-10	-2.8	6	-2	2	-1	i	6
14	COc1cc(C(=O)Nc2ccc(S(=O)(=O)N(C)c3ccccc3)cc2)cc(OC)c1OC	5	4	0	2.6	-3	-2	-7	-8	i	3
15	COc1nccnc1NS(=O)(=O)c1ccc(NC(=S)NC(=O)/C=C/c2ccccc2)cc1	2	-2	30	0.8	-32	2	6	-4	i	1
16	C/C(=N/OC(=O)c1cccc(C(F)(F)F)c1)c1cnccn1	0	1	-2	-1.4	6	0	3	-4	i	-2
17	CCOC(=O)CSc1nnc(Cn2nnc(-c3ccccc3)n2)n1CC	1	3	-1	-1.9	10	-1	-1	3	i	12
18	Cn1nc(C(=O)N2CCOCC2)c2ccccc2c1=O	-6	4	-3	-2.5	-1	-3	0	-7	i	11
19	Cc1cccc(N2CCN(C(C)C(=O)N3CCc4ccccc43)CC2)c1C (configuration not stated)	1	4	8	1.8	2	3	-2	-1	i	12
20	COc1ccc(C(C)(C)C)cc1NC(=O)c1ccoc1C	-2	-1	-1	1.2	-8	2	-2	-7	i	-5
21	CCOC(=O)c1cnc(-c2ccccc2)nc1C(F)(F)F	-1	-3	-2	-0.1	0	-1	-10	-12	i	2
22	COC(=O)Cc1nc(Nc2ccccc2)sc1C	5	6	-1	0.5	3	2	-3	-11	i	-1
23	Cc1ccc(-n2ncc3c2ncn2nc(-c4ccco4)nc32)c(C)c1	4	-1	1	-0.8	-17	-6	12	1	i	17
24	Cc1cc(C)n(C(=O)/C(C#N)=C/N(C)C)n1	3	2	0	-0.3	-10	-3	0	2	i	1
25	N#C/C(=C\c1ccc([N+](=O)[O-])cc1)C(=O)NCCCn1ccnc1	-6	-2	-17	0.2	-1	4	19	-19	i	8
26	COc1cc(OC)c(C(=O)OCC(=O)Nc2ccc(N3CCOCC3)cc2)cc1OC	-1	-1	0	-1.2	-6	-1	-1	-10	i	-6
27	COCCN(C(=O)C1CCC1)c1nnc(-c2cccnc2)s1	-1	5	-4	0.9	7	-10	-1	-5	i	3
28	Cn1c(=O)c2c(ncn2CCC(=O)N/N=C/c2ccncc2)n(C)c1=O	-1	-3	0	0.2	-2	2	-4	-7	i	-2
29	COc1ccc(OC)c(Nc2nc3nonc3nc2N2CCCCC2)c1	9	-27	7	-1.5	49*	4	-3	-5	.	2
30	Cc1nonc1C(=O)N/N=C/c1ccncc1	-1	0	-1	-2.1	19	-1	-4	-6	i	-10
31	O=C(NCc1cccs1)c1ccc(CS(=O)Cc2cccc(Cl)c2)o1 (configuration not stated)	3	0	-2	-0.3	15	-2	-6	-1	i	1
32	O=c1oc(-c2ccccc2[N+](=O)[O-])nc2ccccc12	-2	0	-11	-1.9	5	-1	-5	-6	i	6
33	O=C(Nc1cccc(Br)c1)Oc1cccc2cccnc12	7	7	-2	2.2	9	-1	1	.	i	12
34	CCN(C(=O)Cn1nc(C(=O)O)c2ccccc2c1=O)C1CCCCC1	-1	-1	-4	-1.8	7	0	-2	0	i	3
35	CCOc1ccc(OCCCC(=O)N2CCN(S(=O)(=O)c3ccc(Cl)cc3)CC2)cc1	4	-5	6	-0.5	3	3	10	56*	i	9
36	CCN(CC(=O)NC(=O)NCc1ccco1)Cc1ccccc1	-4	-3	-2	-5.9	-2	-1	-5	-7	i	-6
37	Cc1c(C(=O)NC2CCS(=O)(=O)C2)oc2ccccc12 (configuration not stated)	1	3	1	0.1	4	-5	4	-2	i	8
38	Cc1cc(C)c(NC(=O)c2cc(S(=O)(=O)N3CCOCC3)ccc2F)c(C)c1	-2	0	0	-1.0	9	-3	-3	-7	i	-1
39	COc1ccccc1C(CNc1ncnc2sc(C)c(C)c12)N(C)C (configuration not stated)	-1	0	2	-0.2	4	1	-5	-5	i	10
40	COC(=O)c1cc(=O)n(Cc2ccc3c(c2)OCO3)c(=Nc2ccccc2)s1	-6	2	1	1.5	4	2	-7	-17	i	11
41	O=C(NCC1CCCO1)C(c1ccncc1)N(Cc1ccc(F)cc1)C(=O)CN1C(=O)c2ccccc2S1(=O)=O (configuration not stated)	4	4	-3	-1.5	3	-4	-2	-4	i	0
42	Cc1ccc(/C=C/C(=O)N2CC(C)CC(C)C2)o1 (configuration not stated)	5	-2	-2	-3.5	2	-1	2	-2	i	1
43	CNc1ncnc2c1ncn2[C@H]1CN(C2CCCC2)C[C@@H](CO)O1	8	-1	-1	-1.7	-6	0	-4	.	i	0
44	O=C(CN1CCN(c2ccccc2)CC1)N/N=C/c1cccc(F)c1	-3	8	1	-1.0	-8	-5	-3	-8	i	8
45	CCCCCc1ccc(-c2cn(Cc3ccc([N+](=O)[O-])cc3)nn2)cc1	-4	4	4	2.5	15	2	10	3	i	8

Record cards (already shown). Order of screens: DNMT1 block | MT1-MMP act inh | SUMO1 PPI mod | LMPTP block | NRP1-CendR mod | STEP inh | NadD block | Scp-1 inhibitor | Rpn11 block | SKN-1 block
Record of O=C(Nc1cccc(Br)c1)Oc1cccc2cccnc12 → 7 | 7 | -2 | 2.2 | 9 | -1 | 1 | . | i | 12
Record of CCOc1ccc(OCCCC(=O)N2CCN(S(=O)(=O)c3ccc(Cl)cc3)CC2)cc1 → 4 | -5 | 6 | -0.5 | 3 | 3 | 10 | 56* | i | 9
Record of COC(=O)c1cc(=O)n(Cc2ccc3c(c2)OCO3)c(=Nc2ccccc2)s1 → -6 | 2 | 1 | 1.5 | 4 | 2 | -7 | -17 | i | 11
Record of O=C(NCc1cccs1)c1ccc(CS(=O)Cc2cccc(Cl)c2)o1 (configuration not stated) → 3 | 0 | -2 | -0.3 | 15 | -2 | -6 | -1 | i | 1

The list goes on:
cpd	SMILES	DNMT1 block	MT1-MMP act inh	SUMO1 PPI mod	LMPTP block	NRP1-CendR mod	STEP inh	NadD block	Scp-1 inhibitor	Rpn11 block	SKN-1 block
46	O=C(Nc1cccc(NC(=O)c2cccnc2Cl)c1)c1ccco1	-1	4	1	-1.2	-5	1	1	-6	i	9
47	O=C(NCc1ccc(F)cc1)Nc1cccc(Cl)c1	2	3	1	0.2	4	-4	-4	-5	i	0
48	Cc1ccc(S(=O)(=O)c2cc(C)cc(S(=O)(=O)Nc3ccc(C(=O)O)cc3)c2C)cc1	1	2	5	-0.2	4	0	-5	-5	i	-6
49	CS(=O)(=O)N1CCN(C(=O)c2cc(-c3cccnc3)nc3ccc(Br)cc23)CC1	-3	2	-5	0.8	6	-1	-4	7	i	6
50	CC1CCCCN1C(=O)CSc1nnc(-c2cccnc2)n1C1CCCCC1 (configuration not stated)	1	-3	-2	-1.0	-2	1	-8	1	i	1
51	Cc1ccc(CC2(C)C(=O)Nc3ccc(OC(F)(F)F)cc32)cc1 (configuration not stated)	-1	-4	-1	1.3	7	-2	-8	.	i	26
52	Cn1nccc1C(=O)N1CCc2c([nH]c3ccccc23)C1c1ccc(F)cc1 (configuration not stated)	1	-3	1	1.2	-5	2	-12	-4	i	-3
53	CC1Cc2ccccc2N1CC(=O)Nc1cccc(S(N)(=O)=O)c1 (configuration not stated)	-16	7	1	-1.4	4	1	3	-5	i	0
54	O=C(C[C@@H]1C/C=C\C[C@H](Cc2ccc(F)cc2)C(=O)OCCNC1=O)NCCO	0	4	5	-1.3	15	2	-3	-8	i	6
55	COc1cc(/C=C/c2nc(N)nc(-c3ccccc3O)n2)cc(OC)c1OC	-24	-7	-1	3.0	-1	-3	-12	0	i	27
